C8 TRAIL sens – caspase-8 TRAIL sensitization; inhibition (viability loss, TRAIL sensitization), % at 10 µM; NB7+C8 cells + TRAIL, ATPlite viability luminescence; hit rate 1% among 360,000;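 active means compounds causing at least 50% loss of cell viability in the single-dose screen, relative to plate controls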
TWEAK Fn14 block – TWEAK-Fn14 signaling inhibition; TWEAK-stimulated Fn14 reporter cells, luciferase luminescence, 8 h; inhibition, % at 10 µM; hit rate 2% among 360,000; AID 1159606; in the data active means inhibition above about 50%
TROY NFkB inh – TROY signaling inhibition; Q293 LMP1-TROYcd NF-kB luciferase reporter, 4 h; inhibition, % at 10 µM; hit rate 0.98% among 360,000; AID 1347056;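 active means compounds whose plate-normalised and pattern-corrected inhibition of the luciferase reporter signal at the single screening dose is 50% or more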
KKLEB cytotox – counter-screen for CF NF-kB inhibitors: cytotoxicity | KKLEB CF airway cells viability, ATPlite luminescence, overnight; hits give low values; cells stimulated with P. aeruginosa culture filtrate | activity change (cytotoxicity), % at 5 µM | hit rate 0.36% among 360,000;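 active means corrected activity change at or below -50% at 5 µM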
SRC1 inh – inhibitors of human steroid receptor coactivator 1 (SRC1); hit rate 0.12% among 360,000; HEK293 GAL4-SRC1 luciferase reporter, luminescence; inhibition, % at 3.6 µM; Q15788;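 active means inhibition above the campaign mean plus 3 SD, with each screening campaign given its own cutoff, cut at about 60% in these data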;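 further: 0% = DMSO treated cells and 100% = gossypol at 36 µM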
NCOA3 inh – human NCOA3 inhibition | AID 588352 | hit rate 0.17% among 360,000 | Q9Y6Q9 | inhibition, % at 3.6 µM | HEK293 GAL4-SRC3 luciferase reporter, luminescence;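 active means inhibition above a per-campaign cutoff, the mean of all compounds plus 3 SD, cut at about 60% in these data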;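 further: 0% = DMSO-treated cells and 100% = gossypol-treated cells at 36 µM; higher means less SRC3-driven luciferase light from the GAL4 reporter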
COUP-TFII inh – NR2F2 (human) inhibition, primary screen; P24468; hit rate 0.7% among 370,000; HEK293T NGFI-A luciferase reporter, luminescence; AID 686940; inhibition, % at 8.6 µM;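 active means inhibition above a per-plate cutoff, mean inhibition of test wells between control levels plus 3 SD, cut at about 38% in these data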;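 further: cells cotransfected with COUP-TFII expression vector driving the NGFI-A reporter; 0% = median of COUP-TF2 test wells and 100% = reporter-only cells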
CF NFkB inh – cystic fibrosis NF-kB activation inhibition; inhibition, % at 5 µM; KKLEB NF-kB-GFP reporter, PAF-induced, GFP fluorescence overnight; hit rate 0.86% among 360,000; AID 588850;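 active means at least 50% inhibition at 5 µM, scaled per plate between neutral and stimulator controls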;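 further: PAF is a Pseudomonas aeruginosa culture filtrate used as stimulus; plate controls were PAF-stimulated DMSO wells for no effect and unstimulated DMSO wells for full effect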
Shn3 inh set2 – inhibitors of Schnurri-3 3'UTR reporter in osteoblasts; Clone20 osteoblast Shn3 3'UTR firefly luciferase, 24 h; inhibition, % at 12.5 µM; hit rate 0.52% among 360,000; AID 588674;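 active means mean inhibition of at least 75% with every replicate also reaching 75%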;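 further: 0% = median of neutral control wells and 100% = pilot-screen positive control compound; some compounds past the cut are filed as inactive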
EBV LMP1 NFkB – Epstein-Barr LMP1 NF-kappaB reporter inhibition. LMP1-induced NF-kappaB luciferase reporter cells, luminescence. inhibition, % at 12.5 µM. hit rate 0.69% among 350,000; in the data active means inhibition above about 41%;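 further: 0% = neutral control wells and 100% = reference inhibitor control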
NR5A2 inv ag – inverse agonists of human LRH-1 (NR5A2); O00482; HEK293T StAR-luciferase reporter, LRH-1 transfected, 24 h; inhibition, % at 3.6 µM; hit rate 0.13% among 360,000; AID 602396;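 active means inhibition above the mean inhibition of all tested compounds plus 3 SD, cut at about 73% in these data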;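 further: 0% = DMSO wells and 100% = reporter-only cells lacking LRH-1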
The depositor's hits bear a star; nt = not tested or not shown; & = joins results of further samples. This is a subset (hit frequency here may not be typical).

SMILES	C8 TRAIL sens	TWEAK Fn14 block	TROY NFkB inh	KKLEB cytotox	SRC1 inh	NCOA3 inh	COUP-TFII inh	CF NFkB inh	Shn3 inh set2	EBV LMP1 NFkB	NR5A2 inv ag
COc1ccc(CNc2nc(-c3cccnc3)nn2C(C)=O)cc1	-3	-18	4	-11	-4	4	-7	5	-4	6	15
O=C(Nc1cc2c3c(c1)CC(=O)N3CCC2)C1CCCCC1	9	-14	6	5	-9	-10	-32	-8	-11	2	-13
CCOC(=O)C1CCN(C(=O)Cn2cnc3sc(C)c(S(=O)(=O)N4CCCCC4)c3c2=O)CC1	5	14	0	1	-26	-7	5	16	4	-7	4
CSc1ccccc1C(=O)N1CCc2ccccc2C1	-1	25	15	-7	-12	3	4	0	-6	-14	2
CC(=O)OCCOCn1cnn2c(=O)c(Br)c(C)nc12	-9	3	15	13	-52	8	4	-26	-2	0	-7
CCCCc1cc(=O)oc2c(C)c(OCC(=O)NCC3CCC(C(=O)O)CC3)ccc12 (stereo not given)	2	1	-1	-7	-5	6	-6	8	1	-5	3
CCOC(=O)CSc1nc2sc3c(c2c(=O)n1C1CCCCC1)CCN(C)C3	1	-3	5	-15	3	7	-6	19	0	3	-18
O=C(NCCC1=CCCCC1)c1cccc2c1C(=O)N(C1CCCCC1)C2	7	11	3	20	13	5	-17	-9	6	14	7
CCN(CC)CCCNc1nc2ccccc2[nH]1	-2	18	5	16	-2	0	-4	-26	-12	-3	-8
CCOC(=O)c1[nH]c2ccccc2c1NC(=O)C1CCCC1	-3	10	-15	-7	-2	-14	-7	-4	-1	-2	19
Cc1ccc(/C=N/NC(=O)c2ccc3ccccc3c2)s1	29	-6	-63	5	-19	-17	-10	10	8	-13	9
O=C(c1ccccc1C(=O)N1CCN(c2ccc(F)cc2)CC1)N1CCN(c2ccc(F)cc2)CC1	-16	4	5	-6	-4	15	20	13	-5	-11	-16
O=C1CCc2cc(NS(=O)(=O)c3ccc([N+](=O)[O-])cc3)cc3c2N1CC3	-11	0	-9	27	7	14	0	-18	-54	-3	-28
CCOC(=O)CNS(=O)(=O)c1c(C)noc1C	-3	7	-30	-6	-17	12	6	8	3	-2	10
CCCCCc1nnc(NC(=O)C2=COCCO2)s1	17	18	-7	-2	-109	-58	-41	5	-74	-12	-84
CC(C)n1cc(-c2nc(C(=O)NN)cs2)c(=O)n(Cc2ccccc2)c1=O	-8	-3	28	4	-9	13	6	14	-34	0	-16
O=C(NCc1ccc(Cl)cc1)c1ccc(CS(=O)Cc2cccc(Cl)c2)o1 (stereo not given)	6	-4	1	5	-3	-2	7	-19	4	0	-30
CC(=O)Nc1ccc(Cc2ccncc2)cc1	-1	-1	-11	5	4	-15	1	-3	-4	-4	-14
CC1=C(C(N)=O)C(c2ccc(F)cc2)n2nc(CCCO)nc2N1 (stereo not given)	-24	-4	0	7	-9	-28	-7	-13	7	-4	-30
Cc1[nH]nc(N=CC2=C(O)CC(C)(C)CC2=O)c1-c1ccccc1	23&14	1&-14	-33&-30	20&-19	-10&-35	-44&-20	-18&-11	2&5	1&-48	-4&-5	7&-17
Cc1nn(CCC(=O)NNC(=S)Nc2ccc(F)cc2)c(C)c1[N+](=O)[O-]	-1	-1	-5	-6	-4	-3	-2	5	0	-11	11
CC(=O)c1ccc(OCc2cc(C(=O)N(C)CC3COc4ccccc4O3)no2)cc1 (stereo not given)	-7	-7	1	1	-17	-44	-16	-16	-23	-9	-11
CS(=O)(=O)NN1C(=O)c2ccccc2NC1c1cc2ccccc2nc1Cl (stereo not given)	3	-6	29	2	-12	-33	-17	-14	-11	-1	-82
CCOCCCNCc1cccc(OC)c1	3	-23	-6	-13	-53	-24	-1	10	-1	0	4
O=[N+]([O-])c1ccc(NNS(=O)(=O)c2cc(Cl)ccc2Cl)nc1	1	-1	-19	5	-11	-33	15	-13	-5	-12	2
CCC1=NN(C(=O)C(=O)Nc2ccccc2OC)C(O)(C(F)(F)F)C1 (stereo not given)	-11	20	-11	-2	-5	2	7	13	-3	-4	4
COC(C[C@H]1O[C@@H]1[C@H](O)COCc1ccccc1)OC	-5	-12	-12	4	-5	-12	-14	-4	-13	-9	3
CCNC(=O)c1c(NC(=O)c2cc(-c3cc(C)cc(C)c3O)n[nH]2)sc2c1CCCC2	13	-77	3	-8	-10	9	-7	4	0	0	7
O=S(=O)(c1ccc(F)cc1)N1CCCNCC1	-8	-2	-17	11	3	-2	0	-1	7	2	-18
CC(CC(=O)N(C)C1CCCCC1)S(=O)(=O)c1ccc2c(c1)NC(=O)CO2 (stereo not given)	3	-9	21	-4	1	7	1	16	12	-5	-4
COc1ccc(/C=C2/SC(=S)N(CCCC(=O)Nc3ccc(O)cc3)C2=O)cc1OC	-1	25	17	-13	21	-3	16	9	-3	21	23
C#CCNC(=O)C[C@@H]1C[C@@]2(C(=O)OCC)CCC=C2N(Cc2ccco2)C1=O	-15	26	2	nt	nt	nt	8	nt	nt	nt	-4
CCOc1ccc2nc(SCC(=O)Nc3cccc(S(=O)(=O)NC4=NCCCCC4)c3)[nH]c2c1	3	-8	-8	6	-30	8	22	9	-9	1	-8
COc1ccccc1C(=O)Nc1nnc(SCC(=O)NCC2CCCO2)s1 (stereo not given)	31	29	-14	-2	-104	-159	-42	2	-59	-2	-122
CC1=C(C(=O)OCC2CCCO2)C(c2ccccc2)NC(=O)N1 (stereo not given)	-14	-26	-1	-8	-3	12	5	11	-29	11	19
Cn1c(=O)c2c(nc(SCC(=O)NCc3ccc4c(c3)OCO4)n2Cc2ccccc2)n(C)c1=O	-15	1	27	-3	2	11	-11	-2	5	-1	-6
CCCNC(=O)c1cc(-c2ccco2)on1	11	-43	-45	-8	-93	-29	29	10	-206	27	-12
Cc1ccc(/C=C/C(=O)OCC(=O)NC(=O)NCc2ccccc2)cc1	9	5	2	-11	-23	-9	0	13	6	0	0
CC(=O)N1c2ccc(S(=O)(=O)NCC3CCC(C(=O)N4CCC(C)CC4)CC3)cc2CC1C (stereo not given)	-3	-8	0	16	2	4	-4	-2	46	3	15
C=CCN1C=C2C(=O)C(C)(OC(=O)c3cnc4ccccc4n3)C(=O)C=C2C=C1/C=C/COC (stereo not given)	1	3	-2	-7	-7	1	11	22	-26	-12	14
COc1ccccc1NC(=O)COc1ccc(Br)cc1CNC1CCCC1	3	-15	-25	-6	-2	7	13	12	1	9	14
CSCCC1NC(=O)C(C(C)=Nc2ccccc2)=C1O (stereo not given)	18	-2	-21	2	-36	-63	-25	15	-10	-10	-46
Cn1c(SCC(=O)c2ccc(O)c(O)c2)nnc1-c1ccccc1	12	-11	5	-1	-1	-4	26	-4	-25	2	-3
CC(C)CCN1CCNC(=O)C1CC(=O)Nc1ccc(F)cc1 (stereo not given)	-7	-17	9	-2	0	6	2	0	2	-2	-3
Cc1ccccc1NS(=O)(=O)c1ccc(C(=O)NCC(c2ccco2)N2CCCCC2)cc1 (stereo not given)	25	2	-6	5	4	15	14	13	20	13	-2
COc1ccc(C2=NN(C(C#N)c3ccc(OC)c(OC)c3)C(c3ccccc3)C2)cc1 (stereo not given)	10	0	-69	-1	-112	-52	-32	-4	-117	-25	-143
CCN(C(=O)c1ccc2c(c1)OCO2)C12CC3CC(CC(C3)C1)C2	19	-4	6	-14	0	32	7	13	7	10	12
CCCCCn1c(SCC(=O)CC(=O)OCC)nc2cc(C(=O)N3CCC(C(N)=O)CC3)ccc2c1=O	0	8	10	0	-20	20	-16	1	9	-1	4
CCCCOc1ccc(CNC(=O)NS(=O)(=O)c2ccc(OCC)cc2)cc1	-13	1	19	7	-2	6	-3	-13	-6	-1	18
O=C(C1CCN(S(=O)(=O)c2ccccc2)CC1)N1CCN(Cc2ccccc2)CC1	-17	-12	-4	-15	18	5	8	22	9	4	5
(list continues)
SMILES	C8 TRAIL sens	TWEAK Fn14 block	TROY NFkB inh	KKLEB cytotox	SRC1 inh	NCOA3 inh	COUP-TFII inh	CF NFkB inh	Shn3 inh set2	EBV LMP1 NFkB	NR5A2 inv ag
Cc1cc2c(=O)[nH]c(Cc3ccccc3)nc2s1	-4	-8	2	6	-31	0	-14	6	10	-11	15
CN(C)CCCN(C(=O)c1ccc(S(=O)(=O)N2CCCCCC2)cc1)c1nc2cc3c(cc2s1)OCO3	5	-37	15	-7	7	-9	-5	9	17	-17	19
O=C(Nc1ccccc1)Nc1c(F)cccc1F	10	-14	-25	-12	-3	-51	12	21	-1	-7	-9
O=C(NCc1ccc(Cl)cc1)c1ccc2nc[nH]c2c1	-1	-4	-2	-11	7	-2	-12	4	-11	9	1
O=C(Nc1ccccc1)O/N=C/c1ccncc1	0	-19	-43	0	-17	5	6	2	-9	3	-23
Cc1cc(Cl)c(Cl)cc1S(=O)(=O)NCCCn1ccnc1	-4	0	-16	0	-3	-6	5	8	2	-3	-13
COCCn1c(=S)[nH]c2cc(C(=O)NCC3CCCO3)ccc2c1=O (stereo not given)	7	29	-2	-6	4	13	nt	3	-52	1	4
CC(=O)Nc1ccc(CNc2nc3cc(-c4cccc(C(F)(F)F)c4)sc3c(=O)n2C)cc1	1	-46	-40	-8	5	4	9	-22	7	nt	-24
COc1ccccc1CNC(=O)C/C(C)=N/NC(=O)Cc1ccc(OC)c(OC)c1	6	-5	5	-6	-28	24	-4	3	-63	-9	13
Cc1cccc(/C(N)=N/OC(=O)COc2ccc(Cl)cc2)c1	-2	-30	-48	1	-13	9	5	-2	21	-13	3
Cc1cc(C)c(OCC(=O)N(Cc2cccs2)C2CCS(=O)(=O)C2)c(C)c1 (stereo not given)	10	-6	12	-6	-3	8	17	15	-7	5	15
CN(c1ccc(F)cc1)S(=O)(=O)c1ccc(Cl)c(C(=O)NCc2ccco2)c1	-12	-26	-16	3	-19	0	12	-1	10	-15	-3
CCOC(=O)Nc1ccc(NC(=O)c2c(OC)cccc2OC)cc1	-14	1	-10	-8	-13	0	-7	4	-28	1	8
CC(C)C1N=C(c2ccc3c(c2)OCO3)CC(c2ccccc2O)N1 (stereo not given)	-4	25	-23	-18	-46	-39	-28	25	-53	-1	-36
CCCn1c(N2CCN(Cc3ccc(Cl)cc3)CC2)nc2ccccc21	1	7	20	-13	-37	6	24	-1	37	8	5
Cc1nc(NC(=O)CN2CCOCC2)sc1-c1ccccc1	-11	0	-45	1	-62	-74	-36	10	-113	-21	-117
CCOC(=O)c1c(S(=O)(=O)N2CCCC(C(=O)Nc3ccc(C)cn3)C2)c(C)n(C)c1C (stereo not given)	-16	8	-3	-1	-11	-5	-17	-10	11	3	-5
COc1ccc(-c2nnc(SCC(=O)NCc3cccs3)n2C)cc1	-13	3	-10	1	-20	1	-24	-8	-2	-3	-8
CC(=O)Nc1ccc(C(=O)N2CCCCC2c2cc(C(=O)Nc3ccccc3Cl)no2)cc1 (stereo not given)	-8	-36	-6	10	-17	-17	0	-22	-3	nt	9
C=CCn1c(Cn2nnc3ccccc32)nnc1SCC(=O)N/N=C/c1cc(Br)cc(OC)c1O	-6	-11	-3	9	-18	-5	nt	12	-4	2	-19
